IL-1B inflam inh: blocks inflammasome-driven IL-1 beta release; actives 4.7% (n = 360,000); THP-1 LPS/ATP IL-1B secretion, AlphaLISA, 16 h; active compounds read low; activity change, % at 57.5 µM; AID 743279; in the data active = activity change below about -50%; inconclusive = mostly about -30% to -49%; note: % is set by controls: 0 for no effect and ±100 for the full control effect
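THP-1 cells pretreated 1 hr with compounds (up to 57.5 uM final), then stimulated with LPS (250 ng/mL final) plus ATP (1.25 mM final); secreted IL-1B measured by AlphaLISA after 16 hr, decreased signal indicating inhibition.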
HepG2 viability: counter-screen for TGF-b inhibitors: cytotoxicity in HepG2 cells. HepG2 CAGA-GFP viability, ATP luminescence, 18 h. Potency, µM (top dose mostly 46.1 µM), for the others: at the top dose activity change, negative = cytotoxicity, usual class: cytotoxic. actives 0.76% (n = 410,000); note: potency is the fitted concentration of half-maximal effect; some results filed as inactive show a strong effect at the top dose
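HepG2 CAGA-GFP cells (1000/well, DMEM with 1% FBS) received compound, then TGF-beta at 500 pg/mL final, and were incubated 18 hours at 37 degrees C. Viability was read by CellTiter-Glo luminescence. Media-only wells were set as complete cell-killing and DMSO as no toxicity.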
SW480 rerep: inducers of DNA re-replication in SW480 colon cancer cells; SW480 DNA re-replication, Hoechst DNA content imaging, 48 h; Potency, µM (top dose mostly 46.1 µM), without a hit: at the highest dose re-replication activation, actives largely listed as activators; actives 1.8% (n = 340,000); AID 624297; note: potency is the fitted concentration of half-maximal effect; % of control where 0% means no effect; nearly all actives have a fitted effect of over 55% in size
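SW480 cells exposed to compounds for 48 hr at 37 C, 5% CO2, then Hoechst-stained 40 min. Nuclear DNA content imaged by fluorescence scanning (405 nm excitation, 500-530 nm emission); re-replication scored as increased high-intensity nuclei.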
S2 tox: cell viability loss in ATXN counter-screen; S2 cells (HEK-293 line with an ATXN2-luciferase reporter) viability, CellTiter-Fluor protease fluorescence, 24 h; Potency, µM (top dose mostly 56.7 µM), usual class: cytotoxic; actives 0.49% (n = 400,000); AID 651635; note: potency is the fitted concentration of half-maximal effect; nearly all actives have a fitted effect of over 40% in size
KB-3-1 tox: KB-3-1 parental cell cytotoxicity; KB-3-1 viability, CellTiter-Glo ATP luminescence, 72 h; Potency, µM (top dose mostly 46.1 µM), without a hit: at the top dose activity change, negative = cytotoxic, actives largely listed as cytotoxic; actives 1.4% (n = 400,000); note: potency is the fitted concentration of half-maximal effect; % is set by controls: 0 for no effect and ±100 for the full control effect; nearly all actives have a fitted effect of over 60% in size
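Multi-concentration cytotoxicity screen in KB-3-1 cells grown in DMEM lacking phenol red with 10% FBS. After 72 h at 37 °C with compound, ATP-dependent luminescence was recorded.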
HT1080 IDH1KD tx: toxicity to HT-1080 IDH1 knockdown cells (counter line); Potency, µM (top dose mostly 46.1 µM), for the others: at the highest dose activity, negative = toxicity, actives largely listed as cytotoxic; HT-1080 IDH1 knockdown viability, ATP luminescence, 48 h; AID 686971; actives 2% (n = 360,000);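 note: potency is the fitted concentration of half-maximal effect; 0% = DMSO wells and -100% = cell-free medium wells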
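Cytotoxicity counter-line: IDH1KD HT-1080, 48 h, CellTiter-Glo. Curves classed by r2, magnitude and activity.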
ATXN2 expr inh: ATXN2 expression inhibition; HEK-293 ATXN2-luciferase reporter, luminescence, 24 h; Potency, µM (titrated, usually from 57 µM), for the others: top-dose activity change, negative = inhibition, actives largely listed as inhibitors; actives 0.72% (n = 360,000); AID 1745845; note: potency is the fitted concentration of half-maximal effect; % is set by controls: 0 for no effect and ±100 for the full control effect; nearly all actives have a fitted effect of over 55% in size
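qHTS (up to 57 uM final) was run with 24 h compound exposure of reporter cells at 37 °C. Each well was multiplexed: SteadyGlo luminescence measured ATXN2-luciferase expression after a fluorogenic Gly-Phe-AFC viability readout (25 uM final).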
MCF10A rerep: DNA re-replication induction in MCF 10a cells; MCF 10A DNA re-replication, Hoechst nuclear intensity, 48 h; Potency, µM (titrated, usually from 46.1 µM), for the others: at the highest dose activity, positive = re-replication, actives largely listed as activators; actives 2.9% (n = 350,000); AID 624296; note: potency is the fitted concentration of half-maximal effect; % of control where 0% means no effect; nearly all actives have a fitted effect of over 50% in size
HT1080NT lethal: kills 2HG-producing HT-1080-NT fibrosarcoma cells; HT-1080-NT fibrosarcoma viability, CellTiter-Glo ATP luminescence, 48 h; Potency, µM (doses to about 46.1 µM), for inactives: top-dose activity, negative = less viability, actives largely listed as cytotoxic; actives 1.6% (n = 360,000);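 note: NT is the 2HG producing partner of a matched IDH1 knockdown line; potency is the fitted concentration of half-maximal effect; 0% = DMSO-treated cells and -100% = media-only wells without cells; nearly all actives have a fitted effect of over 55% in size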
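Toxicity toward the 2HG-producing NT line was scored as %Activity, normalised to DMSO and no-cell wells, from CellTiter-Glo luminescence after 48 hours' treatment.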
* marks the source's active call; other numbers are inactive results; i = inactive; ? = inconclusive; . = not tested or not shown; & = joins results of further samples; [ ] = dose if it differs, or a comment. Unless noted, calls come from the whole dose curve; as a rule, active = well fitted curve in the direction sought with a large enough effect; inconclusive = small, poorly fitted or top-dose-only effect, or another doubt; inactive = no such curve, though single readings can be large; an effect the other way counts as inactive or inconclusive.

mol,HT1080 IDH1KD tx,MCF10A rerep,HepG2 viability,S2 tox,KB-3-1 tox,IL-1B inflam inh,ATXN2 expr inh,SW480 rerep,HT1080NT lethal
CN(C(=S)Nc1ccc(F)cc1)C1(c2ccccc2Cl)CCCCC1=O (stereo unspecified),-18.8%,?,-10.7%,i,0.5%,6.3,3.2%,?,-10.8%
OCn1ncn(-c2ccccc2)c1=S,17.8%,-1.6%,4.8%,?,38.1%,10.0,-1.8%,-4.7%,13.9%
Cc1cc(N)ccc1-c1cc2ccccc2oc1=O,-5.1%,7.4%,0.8%,i,0.0%,-2.2,-6.8%,1.6%,0.8%
Cc1cc(C(=O)NCc2cccs2)nn1C,23.6%,17.6%,6.9%,i,-3.5%,6.5,8.9%,-18.7%,12.1%
O=C(CCn1c(=O)sc2ccccc21)NCc1ccco1,-1.1%[9.24 µM],25.7%,-7.7%,i,1.5%,-2.8,-4.8%,-1.3%,-6.5%
CCOC(=O)C(CCCCOc1cccc(CC)c1)C(=O)OCC,0.4%,6.1%,-15.4%,i,4.6%,13.0,-4.5%,2.4%,16.4%
COc1ccc(C(C)NC(=S)NCc2ccc(F)cc2)cc1OC (stereo unspecified),2.4%,8.4%,0.0%,i,-14.5%,i,-5.5%,?,0.4%
Nc1nonc1-n1nnc(C(=O)N/N=C/c2cccnc2)c1CSc1ccc(Cl)cc1,-23.7%,5.7%,-3.9%,i,-0.7%,1.2,-20.7%,13.2%,-1.4%
COc1ccc(C(=O)NCCc2nnc(SCC(=O)Nc3ccccc3F)n2C)cc1,3.4%,-7.2%,-1.4%,i,10.6%,0.0,.,-2.0%,0.6%
COC(=O)C1CCN(C(=O)CCC2CCCCC2)CC1,10.5%,-1.3%,-1.9%,i,3.0%,12.6,4.2%,1.6%,2.8%
CCOC(=O)C1C(=O)NC(c2ccccc2)=NC1c1ccccc1 (stereo unspecified),1.7%,15.2%,-11.5%,i,3.2%,3.9,-7.3%,-3.5%,-3.5%
CN1CCN(S(=O)(=O)c2ccc(CNC(=O)c3ccccc3)s2)CC1,-2.1%,-0.2%,-1.5%,i,-2.9%,35.4,-3.4%,-4.9%,14.7%
Cc1ccc(N2C(=O)c3cccc4c([N+](=O)[O-])ccc(c34)C2=O)c2cccnc12,?,2.59µM*,12.8%,i,0.0651µM*,13.3,.,2.06µM*,?
O=C(/C=C/c1ccc(F)cc1)NCc1ccco1,2.0%,0.1%,6.0%,?,9.6%,-6.0,17.5%,27.7%,10.9%
Cc1onc(-c2ccccc2)c1C(=O)N1CCCC1,2.7%,0.1%,-10.7%,i,17.7%,-2.3,-6.1%,-15.7%,21.7%
CC1CCCCN1S(=O)(=O)c1cn(C)c(=O)n(C)c1=O (stereo unspecified),4.4%,2.3%,7.4%,i,-5.7%,21.0,3.5%,-12.7%,-1.9%

Entries of single compounds, quoted from the list. Order of values: HT1080 IDH1KD tx, MCF10A rerep, HepG2 viability, S2 tox, KB-3-1 tox, IL-1B inflam inh, ATXN2 expr inh, SW480 rerep, HT1080NT lethal
Profile of `Cc1onc(-c2ccccc2)c1C(=O)N1CCCC1` : 2.7%, 0.1%, -10.7%, i, 17.7%, -2.3, -6.1%, -15.7%, 21.7%
Profile of `CN1CCN(S(=O)(=O)c2ccc(CNC(=O)c3ccccc3)s2)CC1` : -2.1%, -0.2%, -1.5%, i, -2.9%, 35.4, -3.4%, -4.9%, 14.7%
Profile of `Cc1ccc(N2C(=O)c3cccc4c([N+](=O)[O-])ccc(c34)C2=O)c2cccnc12` : ?, 2.59µM*, 12.8%, i, 0.0651µM*, 13.3, ., 2.06µM*, ?
Profile of `CCOC(=O)C1C(=O)NC(c2ccccc2)=NC1c1ccccc1` (stereo unspecified) : 1.7%, 15.2%, -11.5%, i, 3.2%, 3.9, -7.3%, -3.5%, -3.5%
Profile of `COC(=O)C1CCN(C(=O)CCC2CCCCC2)CC1` : 10.5%, -1.3%, -1.9%, i, 3.0%, 12.6, 4.2%, 1.6%, 2.8%

Next section
mol,HT1080 IDH1KD tx,MCF10A rerep,HepG2 viability,S2 tox,KB-3-1 tox,IL-1B inflam inh,ATXN2 expr inh,SW480 rerep,HT1080NT lethal
COc1cc(-n2c(C)nc3cc(C(=O)O)ccc32)cc(OC)c1OC,-3.1%,3.2%,-2.2%,i,-0.2%,10.9,-7.9%,4.6%,-2.8%
CCc1cccc(NC(=O)CSc2nc(C)cs2)c1,10.8%,.,1.9%,i,6.6%,31.8,.,.,3.2%
Cc1cc(N2CCCC2)n2nc(C)nc2n1,9.1%,-4.2%,-15.2%,i,-5.1%,5.6,7.5%,-16.2%,3.8%
c1ccc(N2CCN(C3CCSC3)CC2)cc1 (stereo unspecified),-3.2%,-12.3%,1.4%,i,-12.0%,-12.6,10.4%,-3.4%,10.0%
COc1ccc(-c2onc3ccc(Cl)cc23)cc1,23.6%,6.3%,-9.0%,i,5.2%,?,11.8%,-8.9%,23.9%
Cc1ccc(OCc2cc(C(=O)N3CCc4sccc4C3)no2)cc1C,25.1%,-9.4%,-25.4%,i,-9.1%,i,0.3%,-5.3%,6.3%
CN(C)C(CNC(=O)c1cc(S(=O)(=O)N2CCOCC2)ccc1F)c1cccs1 (stereo unspecified),-0.6%,9.3%,-8.0%,i,4.5%,16.0,.,1.0%,1.5%
O=C(COC(=O)c1cc2ccccc2oc1=O)Nc1cccc(Br)c1,-2.4%,4.7%,2.4%,i,-0.1%,-0.7,3.8%,-7.3%,-0.6%
C[C@H]1CCCCO[C@H](CN(C)C(=O)Nc2ccc(F)cc2)[C@@H](C)CN([C@@H](C)CO)C(=O)c2cc(NC(=O)Nc3ccc4c(c3)OCO4)ccc2O1,-18.9%,.,-3.6%,?,2.8%,-16.9,-15.6%,.,16.6%
COc1ccc(CN(C)C(=O)c2ccc(NC(=O)CC3SC(N4CCCC4)=NC3=O)cc2)c(OC)c1 (stereo unspecified),2.4%,?,-18.7%,i,0.1%,-5.7,-6.3%,-89.4%[inhibitor],-13.3%
Cc1nc2c(C(F)(F)F)cccc2c2c1CCS2,0.4%,4.4%,2.9%,i,-17.9%,-12.1,-19.1%,2.1%,-9.3%
CC(C)C[C@@H](CO)N(Cc1ccccc1)S(=O)(=O)N(Cc1ccccc1)[C@H](CO)CC(C)C,?,?,-114.8%&-100.6%,?,?,-78.5*,?,11.2%,?
COC(=O)[C@]12CCCCC=C1N(CCC1=CCCCC1)C(=O)[C@H](CC(=O)NCc1ccccc1)C2,-14.1%,.,.,?,-16.4%,-12.5,-28.4%,.,-14.2%
COc1ccc(OC)c(/C=N/N(CCC#N)C2=NS(=O)(=O)c3ccccc32)c1,-12.5%,?,-21.8%,i,-11.9%,-1.2,.,-7.4%,-7.6%
CC(C)C[C@@]12C(=O)N(c3cccc(Cl)c3)C(=O)N1[C@H](c1ccc(Br)cc1)[C@@H]1C(=O)N(C(C)(C)C)C(=O)[C@@H]12,6.9%,1.7%,3.2%,i,6.1%,-21.2,0.4%,?,6.1%
Cc1ccc(S(=O)(=O)N2[C@@H](c3ccc(F)cc3)C(C(=O)O)=CC[C@H]2c2cccc(C)c2)cc1,-3.1%,11.7%,-7.7%,i,-1.8%,23.4,0.7%,2.0%,15.8%
CCO[C@H]1OC(C(=O)NCc2nc3ccccc3[nH]2)=C[C@@H](c2ccccc2)[C@@H]1CCCO,7.1%,0.8%,-2.6%,i,5.0%,-8.0,5.3%,5.8%,-2.3%
O=C(N/N=C/c1cccc(Oc2ccccc2)c1)c1ccncc1,2.6%,-14.1%,-2.8%,i,1.3%,56.5,-21.4%,-6.3%,-1.1%
Cc1ccc(S(=O)(=O)NC(CC(N)=O)C(=O)O)cc1 (stereo unspecified),25.6%,-1.0%,-5.5%,i,1.2%,40.8,-2.5%,1.2%,15.4%
Cc1ccc(Nc2ncnc3onc(C)c23)cc1Cl,.,.,-6.3%,i,-17.2%,.,-3.8%,.,.
CCOCCCNC(=O)C(c1ccc(C)cc1)N(Cc1cccs1)C(=O)c1ccccc1O (stereo unspecified),-9.5%,2.3%,30.6%,i,-14.7%,-108.3*,-5.8%[11.3 µM],-3.2%,-2.9%
CS(=O)(=O)N1CCCCC1c1cc(C(=O)NCc2ccc(F)cc2)no1 (stereo unspecified),9.5%,.,-20.7%,i,0.0%,7.5,5.7%,.,?
CCc1nc2c(OCc3cccc(Cl)c3)cccn2c1N(C)C(C)=O,4.6%,.,7.8%,i,?,-19.3,-3.6%,.,10.3%
O=C(CN1C(=O)CCS(=O)(=O)c2ccccc21)Nc1ccc(Cl)cc1,2.1%,2.7%,-3.2%,i,17.7%,-0.1,14.8%,-5.7%,3.2%
O=C(c1ccco1)N1CCN(C(=O)N2CCCCC2)CC1,14.4%,?,12.1%,i,13.5%,0.0,13.8%,-25.3%,20.4%
Cc1cccc(N2CCN(c3cc(C)nc4nnnn34)CC2C)c1 (stereo unspecified),22.0%,14.9%,-4.7%,i,9.6%,5.2,-5.3%,-2.8%,10.6%
Cc1nn(CC(=O)NC2CCC(C)CC2)c(=O)c2c1sc1ccccc12 (stereo unspecified),.,.,5.1%,i,3.6%,.,-0.8%,.,.
COC(=O)CNc1nc(Cl)nc(Nc2ccc(C)cc2)n1,-1.2%,1.5%,-15.8%,i,-0.8%,3.7,1.4%,12.6%,14.8%
CCOC(=O)C1C(=O)NC(c2ccccc2)=NC1c1ccc(F)cc1 (stereo unspecified),12.0%,5.9%,-9.6%,i,9.2%,28.8,-1.3%,3.2%,20.4%
COc1ccc(CCC(=O)N2CCN(c3cccc(C)c3C)CC2)cc1,-6.1%,13.3%,-4.6%,i,0.0%,-10.7,-14.8%,4.2%,-1.9%
O=C(C1CCN(S(=O)(=O)N2CCOCC2)CC1)N1CCc2ccccc21,2.7%,-5.5%,-51.8%,i,0.0%,19.5,-2.7%,-12.1%,1.6%
